Exocytosis inh: LAMP-1 surface exposure blockers, TALL-104 cells – cell-based, flow cytometry, MLPCN library, primary screen; TALL-104 LAMP-1 surface exposure; cells stimulated with thapsigargin and PMA; inhibition, % at 10 µM; 0.66% of 360,000 active; AID 651702, 2012;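 active = inhibition above about 55%, limit read from the data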
SRC3 inh: SRC3 coactivator transcriptional activity inhibitors, primary screen, cell-based, luminescence. inhibition, % at 3.6 µM. HEK293 GAL4-SRC3 luciferase reporter. AID 588352, 2011. 0.17% of 360,000 active. Nuclear receptor coactivator 3 (Homo sapiens), Q9Y6Q9;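 active = inhibition above a per-campaign cutoff, the mean of all compounds plus 3 SD, cut at about 60% in these data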;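 note: 0% = DMSO-treated cells and 100% = gossypol-treated cells at 36 µM; higher means less SRC3-driven luciferase light from the GAL4 reporter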
TLR9-MyD88 inh: inhibitors of TLR9-MyD88 association in cells, primary screen, cell-based, CHO, BLA complementation, fluorescence. Toll-like receptor 9 (Homo sapiens) + Myeloid differentiation primary response protein …. inhibition, % at 4.98 µM. CCF4 FRET ratio. 0.21% of 340,000 active;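 active = inhibition above the mean over all tested compounds plus 3 SD, cut at about 21% in these data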;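 note: 0% = DMSO only wells and 100% = clavulanate BLA inhibitor control wells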
NOD2 RIPK2 PPI: NOD2-RIPK2 binding disruptors in cells, primary screen, fluorescence, CHO cells, BLA complementation; Receptor-interacting serine/threonine-protein kinase 2 (Homo sapiens), O43353; CCF4 ratio; inhibition, % at 4.98 µM; 0.38% of 360,000 active; AID 624267, 2012; in the data active = inhibition above about 21%;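 note: 0% = vehicle only and 100% = reference blocker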
SRC1 inh: SRC1 coactivator transcriptional activity inhibitors, primary screen, cell-based, luminescence | inhibition, % at 3.6 µM | Nuclear receptor coactivator 1 (Homo sapiens), Q15788 | HEK293 GAL4-SRC1 luciferase reporter | 0.12% of 360,000 active | AID 588354, 2011;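 active = inhibition above the campaign mean plus 3 SD, with each screening campaign given its own cutoff, cut at about 60% in these data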;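 note: 0% = DMSO treated cells and 100% = gossypol at 36 µM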
NCOA2 inhibitor: inhibition of GAL4-SRC2 driven luciferase reporter, primary screen, SRC2 inhibitor project, cell-based, luminescence | 0.17% of 370,000 active | Nuclear receptor coactivator 2 (Homo sapiens), Q15596 | HEK293 GAL4-SRC2 luciferase reporter | inhibition, % at 9 µM;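 active = inhibition above the mean inhibition of all tested compounds plus 3 SD, set per campaign, cut at about 52% in these data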;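 note: 0% = DMSO treated cells and 100% = cells given Gossypol at 36 µM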
TWEAK-Fn14 inh: inhibitors of TWEAK-Fn14 signaling, primary screen, luciferase reporter cells, uHTS; TWEAK-stimulated Fn14 reporter cells, luciferase luminescence, 8 h; inhibition, % at 10 µM; 2% of 360,000 active; in the data active = inhibition above about 50%
COUP-TFII inh: NR2F2 transcriptional activity inhibitors, primary screen, cell-based, luciferase reporter, HEK293T, luminescence; COUP transcription factor 2 (Homo sapiens), P24468; HEK293T NGFI-A luciferase reporter; inhibition, % at 8.6 µM; 0.7% of 370,000 active; AID 686940, 2013;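 active = inhibition above a per-plate cutoff, mean inhibition of test wells between control levels plus 3 SD, cut at about 38% in these data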;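 note: cells cotransfected with COUP-TFII expression vector driving the NGFI-A reporter; 0% = median of COUP-TF2 test wells and 100% = reporter-only cells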
TROY NFkB inh: inhibitors of TROY-driven NF-kB signaling, primary screen, Q293 LMP1-TROYcd cells, NF-kB luciferase, uHTS. Q293 LMP1-TROYcd NF-kB luciferase reporter, 4 h. inhibition, % at 10 µM. 0.98% of 360,000 active. AID 1347056, 2019;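 active = compounds whose plate-normalised and pattern-corrected inhibition of the luciferase reporter signal at the single screening dose is 50% or more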
LRH-1 inv ag: LRH-1 (NR5A2) inverse agonists, primary screen, cell-based, luminescence, HEK293T, StAR-luciferase reporter | Nuclear receptor subfamily 5 group A member 2 (Homo sapiens), O00482 | LRH-1 transfected, 24 h | inhibition, % at 3.6 µM | 0.13% of 360,000 active;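 active = inhibition above the mean inhibition of all tested compounds plus 3 SD, cut at about 73% in these data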;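 note: 0% = DMSO wells and 100% = reporter-only cells lacking LRH-1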
ABHD5 PLIN5 PPI: ABHD5-PLIN5 interaction inhibitors, primary screen, cell lysate, split luciferase complementation, luminescence | Perilipin-5 (Homo sapiens) + 1-acylglycerol-3-phosphate O-acyltransferase ABHD5 (Homo … | Split G. princeps luciferase complementation, 4 h | inhibition, % at 4 µM | 0.78% of 360,000 active;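 active = inhibition above the mean inhibition across every tested compound plus 3 SD, cut at about 22% in these data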;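 note: 0% = DMSO only wells and the 100% control is not disclosed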
* = called active by the depositor; / = not tested or not shown.

SMILES	Exocytosis inh	SRC3 inh	TLR9-MyD88 inh	NOD2 RIPK2 PPI	SRC1 inh	NCOA2 inhibitor	TWEAK-Fn14 inh	COUP-TFII inh	TROY NFkB inh	LRH-1 inv ag	ABHD5 PLIN5 PPI
CC(=O)N(CCCc1ccc(C(C)(C)C)cc1)CCCN(C)C	4	21	2	0	-7	-1	-10	19	8	15	1
CCOc1ccc(S(=O)(=O)N2CCC(C(=O)N3CCc4ccccc4C3)CC2)cc1	0	11	5	6	-15	-19	-16	14	-12	11	0
COc1ccccc1NC(=O)CN1C(=O)COc2ccc(S(=O)(=O)N3CCOCC3)cc21	26	-3	-14	-7	12	-10	-10	-2	-2	0	-12
O=C(Cc1ccc(Br)cc1)Nc1ccccc1Sc1ccccc1	1	0	10	6	-47	-6	4	9	3	-18	-1
CCCCSc1nc2c(cnn2-c2ccccc2)c(=O)n1N	-2	-80	-3	-7	-91	-48	-21	-43	-24	-76	-10
Cc1ccc(NC(=O)N(C)c2ccccc2)cc1	2	-29	2	5	-39	-36	-10	-14	-50	-10	-4
Cn1c(SCC(=O)c2cc(Cl)c(Cl)s2)nnc1-c1ccco1	-3	0	/	-23	16	-23	10	-11	3	4	0
CCN(C[C@H]1N[C@@](C)(C(=O)OC)[C@H]2C(=O)N(C)C(=O)[C@@H]12)S(=O)(=O)c1ccc(OC)cc1	-2	5	-13	0	-1	2	9	-4	-4	17	3
CC(CCc1ccco1)NC(=O)c1cc2c(-c3ccccc3F)nn(C)c2s1 (stereo not given)	-2	-2	-20	-5	-1	17	14	1	17	-18	3
N/C(=N\OC(=O)c1ccc2c(c1)OCO2)c1cccc(Br)c1	-19	-60	12	-5	-58	-44	-19	-21	-14	-29	0
O=C(COC(=O)c1ccco1)NCc1ccc2c(c1)OCO2	-1	2	-10	-8	-6	3	-5	9	27	-2	3
Cc1ccccc1Cn1c(=O)n(CCC(=O)NCc2ccc3c(c2)OCO3)c(=O)c2ccccc21	9	7	-4	7	8	-14	-10	-15	-6	-3	-8
O=C(NNc1cc(N2CCCC2)nc(N2CCCC2)n1)c1ccc([N+](=O)[O-])cc1	1	10	5	-3	-4	0	7	-13	8	6	-12
CC(=O)Nc1ccc(C(=O)N2CCCCC2c2cc(C(=O)Nc3cccc4c3CCCC4)no2)cc1 (stereo not given)	8	-20	/	-4	-3	-11	7	5	24	-20	2
CCOc1ccc(/C=N/NC(=O)COc2ccccc2-c2ccccc2)cc1	2	17	6	5	3	18	-23	16	14	33	-1
O=C(CN1CCN(Cc2ccccc2Cl)CC1)N/N=C/c1ccco1	2	7	3	3	4	11	12	15	-6	-12	6
O=C(CSCc1ccc(Cl)cc1)Nc1ccc(-c2nnc(-c3ccccc3)o2)cc1	-1	-1	-6	-10	-8	-7	-59	-1	-25	-8	2
COc1ccc(NC(=O)n2ncc3cc(Cl)ccc32)cc1OC	6	-38	-5	-10	-32	-35	-27	-12	-5	-46	9
CCN(CC)S(=O)(=O)c1ccc2[nH]c(=O)c3ccccc3c2c1	-6	-1	-2	-10	6	-15	4	8	10	-10	-1
Cc1ccc(-n2c(N)c(C(N)=O)sc2=S)c(C)c1	1	6	1	9	-11	-7	3	-15	-7	-3	-11

Some entries already given with just SRC1 inh, TROY NFkB inh and NOD2 RIPK2 PPI.
| canonical_smiles | SRC1 inh | TROY NFkB inh | NOD2 RIPK2 PPI |
| --- | --- | --- | --- |
| COc1ccc(NC(=O)n2ncc3cc(Cl)ccc32)cc1OC | -32 | -5 | -10 |
| Cc1ccccc1Cn1c(=O)n(CCC(=O)NCc2ccc3c(c2)OCO3)c(=O)c2ccccc21 | 8 | -6 | 7 |

Next section.
SMILES	Exocytosis inh	SRC3 inh	TLR9-MyD88 inh	NOD2 RIPK2 PPI	SRC1 inh	NCOA2 inhibitor	TWEAK-Fn14 inh	COUP-TFII inh	TROY NFkB inh	LRH-1 inv ag	ABHD5 PLIN5 PPI
O=C(NCCCN1CCOCC1)c1ccc2c(=O)n(CCc3ccccc3)c(=O)[nH]c2c1	1	-32	1	-6	-16	-6	2	-1	-26	-2	-5
O=C(NC1CCCC1)c1ccc(Br)o1	1	13	-6	-1	7	-29	3	0	3	-20	5
Cn1c(N)c(C(=O)COC(=O)c2ccc3ccccc3c2)c(=O)n(C)c1=O	-3	-32	2	-1	4	-35	-30	-1	6	-39	-7
Cc1ccc(S(=O)(=O)NCC(c2ccccc2)N2CCN(c3ccc(F)cc3)CC2)cc1 (stereo not given)	-2	-20	-6	-4	-2	-1	12	-10	-5	0	-1
OC(COc1ccc(Cl)cc1)CN1CCCCC1 (stereo not given)	-3	-1	-2	-3	-17	16	7	7	2	-22	-4
COCC1CCCC1OS(N)(=O)=O (stereo not given)	-2	-12	4	-4	8	-5	6	-18	-4	12	4
O=C(COC(=O)/C=C/c1c(F)cccc1Cl)NCC1CCCO1 (stereo not given)	-4	-6	5	-3	-27	-18	-6	-6	7	-7	3
O=C(CN1C(=O)NC2(CCCC2)C1=O)Nc1cc(Cl)ccc1N1CCOCC1	4	9	-6	3	-3	17	2	8	13	20	7
O=C(NCCN=C1NS(=O)(=O)c2ccccc21)c1ccncc1	1	7	-3	-8	-21	-20	-5	-4	-8	-1	1
CC(=O)c1c(C)[nH]c(C(=O)CSc2ccc(F)cc2)c1C	-3	-58	9	-6	-50	2	0	16	-13	-100	0

An excerpt from above in order of length of the SMILES, ascending:
SMILES	Exocytosis inh	SRC3 inh	TLR9-MyD88 inh	NOD2 RIPK2 PPI	SRC1 inh	NCOA2 inhibitor	TWEAK-Fn14 inh	COUP-TFII inh	TROY NFkB inh	LRH-1 inv ag	ABHD5 PLIN5 PPI
COCC1CCCC1OS(N)(=O)=O (stereo not given)	-2	-12	4	-4	8	-5	6	-18	-4	12	4
O=C(NC1CCCC1)c1ccc(Br)o1	1	13	-6	-1	7	-29	3	0	3	-20	5
OC(COc1ccc(Cl)cc1)CN1CCCCC1 (stereo not given)	-3	-1	-2	-3	-17	16	7	7	2	-22	-4
CCCCSc1nc2c(cnn2-c2ccccc2)c(=O)n1N	-2	-80	-3	-7	-91	-48	-21	-43	-24	-76	-10
Cc1ccc(-n2c(N)c(C(N)=O)sc2=S)c(C)c1	1	6	1	9	-11	-7	3	-15	-7	-3	-11
COc1ccc(NC(=O)n2ncc3cc(Cl)ccc32)cc1OC	6	-38	-5	-10	-32	-35	-27	-12	-5	-46	9
CC(=O)N(CCCc1ccc(C(C)(C)C)cc1)CCCN(C)C	4	21	2	0	-7	-1	-10	19	8	15	1
O=C(NCCN=C1NS(=O)(=O)c2ccccc21)c1ccncc1	1	7	-3	-8	-21	-20	-5	-4	-8	-1	1
Cn1c(SCC(=O)c2cc(Cl)c(Cl)s2)nnc1-c1ccco1	-3	0	/	-23	16	-23	10	-11	3	4	0
CCN(CC)S(=O)(=O)c1ccc2[nH]c(=O)c3ccccc3c2c1	-6	-1	-2	-10	6	-15	4	8	10	-10	-1
O=C(NCCCN1CCOCC1)c1ccc2c(=O)n(CCc3ccccc3)c(=O)[nH]c2c1	1	-32	1	-6	-16	-6	2	-1	-26	-2	-5
CC(=O)Nc1ccc(C(=O)N2CCCCC2c2cc(C(=O)Nc3cccc4c3CCCC4)no2)cc1 (stereo not given)	8	-20	/	-4	-3	-11	7	5	24	-20	2

Additional compounds.
SMILES	Exocytosis inh	SRC3 inh	TLR9-MyD88 inh	NOD2 RIPK2 PPI	SRC1 inh	NCOA2 inhibitor	TWEAK-Fn14 inh	COUP-TFII inh	TROY NFkB inh	LRH-1 inv ag	ABHD5 PLIN5 PPI
CC(C)(C)c1ccc(Cn2c(=N)n(CC(O)c3ccco3)c3ccccc32)cc1 (stereo not given)	1	9	4	4	-24	/	69*	/	54*	0	11
CN1CCN(S(=O)(=O)c2ccc(NC(=O)c3ccc(F)cc3Cl)cc2)CC1	0	15	-11	-1	-4	-44	3	-36	12	15	10
O=C(Nc1ccccc1C(=O)NCCCN1CCOCC1)c1ccc(F)cc1F	4	-4	-1	-6	2	23	4	0	14	7	2
COc1ccc(C)cc1NC(=O)Nc1ccccc1SC	-2	1	9	-6	-15	5	6	1	-12	10	-11
CC1CCN(CCCOc2ccc(Br)cc2Cl)CC1	-2	2	10	-14	6	-34	-12	-27	-46	-9	5
COc1ccccc1/C=C1/C(=O)N(c2ccccc2)N=C1C	-35	-15	-6	-11	1	-11	2	-2	-10	15	-20
Cc1ccc(NC(=O)c2ccc(CSc3nnc(C)s3)cc2)c(C)c1	-6	-15	-1	-4	-51	-31	-25	-17	-58	-61	-16
Cc1cnc(NC(=O)c2cc3c(s2)CCCC3)s1	-3	-83	-1	5	-92	-12	86*	1	57*	-99	2
CC(=O)c1cccc(NC(=O)c2cc(-c3ccc(C)cc3)on2)c1	-1	-11	4	-7	-19	-20	-29	-13	-26	8	-1
COc1ccc(S(=O)(=O)Nc2ccc3c(c2)C(=O)N([C@H](C)CO)C[C@H](C)[C@@H](CN(C)S(=O)(=O)c2c(C)noc2C)O3)cc1	1	-14	0	-4	12	6	-24	-5	-5	12	6
O=C(/C=C/c1ccccc1[N+](=O)[O-])N1CCN(c2ccccc2F)CC1	-2	-2	-4	5	-10	-4	-29	-27	-4	17	2
CC(=O)c1cc(F)c(N2CCN(C(=O)c3ccco3)CC2)cc1C	24	-7	3	-7	-34	-42	-10	-14	4	-67	4
COc1ccc(-n2c(=S)[nH]c3ccccc32)cc1	-2	3	7	2	-6	6	7	13	-11	-3	-7
Cc1ccc(Nc2nc(Cl)nc(N(C)C#N)n2)cc1	-2	-9	-3	15	-3	-3	90*	-15	9	0	0
CC(=O)N1C(C)(C)CC(=NOC(=O)c2ccccc2)CC1(C)C	-1	10	-9	-2	-6	11	2	-2	12	-5	-4
O=C(Nc1ccc(N2CCCC2)cc1)c1cc2ccccc2o1	0	-87	-5	9	-51	-29	-37	-27	-9	-85	7
O=C(CN(C(=O)CCC(=O)Nc1ccccn1)c1cccc(F)c1)NCc1ccc2c(c1)OCO2	5	3	-2	8	9	9	-9	13	8	5	-6
N#Cc1c(Cl)cccc1Oc1ccc(S(=O)(=O)Nc2ccccc2)cc1	11	-6	/	6	-4	-37	16	15	30	3	-17
Cc1ccc(C(=O)OCC(=O)Nc2sccc2C(N)=O)cc1NC(=O)c1ccco1	9	35	-9	5	14	29	39	17	20	-13	-5
O=C(CN1C(=O)/C(=C/c2ccc(F)cc2)SC1=S)NC1CCS(=O)(=O)C1 (stereo not given)	-1	-33	0	-14	-11	-4	0	9	-10	23	4

Not all compounds are listed; rates above refer to the full screens.
